High-throughput results (PubChem BioAssay)
M1 ag parental = counter-screen for M1 agonists: effect in parental CHO-K1 cells. AID 602248. activation, % at 3 µM. hit rate 0.48% among 360,000. Fluo-8 calcium fluorescence; scaled to maximal ATP response, vehicle zero; in the data active = activation above about 15%;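 note: untransfected CHO-K1 host cells lacking M1 receptor as counterscreen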
V1R ag counter = activates human V1a receptor in oxytocin agonist counter-screen | CHO-V1R cells, Fluo-8 calcium fluorescence, agonist mode; 0% DMSO, 100% 3 nM vasopressin | P37288 | activation, % at 3 µM | hit rate 0.25% among 320,000 | AID 2797;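 active = activation above the mean activation of all tested compounds plus 3 SD, per screening run, cut at about 20% in these data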;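 note: signal is peak over basal fluorescence ratio across a 100 second FLIPR read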
OXTR ag = human OXTR agonism. P30559. CHO-OTR cells, Fluo-8 calcium fluorescence; normalized: DMSO 0%, oxytocin 100%. activation, % at 3 µM. hit rate 0.32% among 320,000;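 active = activation above the mean of all tested compounds plus 3 SD, cutoff set per screening run, cut at about 20% in these data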;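 note: peak over basal fluorescence ratio from a 100 s FLIPR kinetic read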
Target sequence (P30559 whole entry, looked up): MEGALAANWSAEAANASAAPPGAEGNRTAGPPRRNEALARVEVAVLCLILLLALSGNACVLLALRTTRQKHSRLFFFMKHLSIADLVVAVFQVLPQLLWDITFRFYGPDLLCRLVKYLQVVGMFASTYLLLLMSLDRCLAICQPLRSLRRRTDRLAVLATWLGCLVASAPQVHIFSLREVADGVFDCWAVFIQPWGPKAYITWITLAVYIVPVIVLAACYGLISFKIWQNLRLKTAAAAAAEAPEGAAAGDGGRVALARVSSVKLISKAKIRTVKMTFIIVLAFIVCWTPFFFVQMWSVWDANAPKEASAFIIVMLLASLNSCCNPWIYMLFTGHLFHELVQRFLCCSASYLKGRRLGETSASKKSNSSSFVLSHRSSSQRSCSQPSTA
M1 PAM parental = counter-screen for M1 PAMs: effect in parental CHO-K1 cells; hit rate 0.02% among 360,000; AID 602247; ATP EC20, Fluo-8 calcium fluorescence; 0% at ATP EC20, 100% at ATP max; activation, % at 3 µM;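 active = activation above the run cutoff, the mean activation of all test compounds plus 3 SD, cut at about 40% in these data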;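 note: peak over basal fluorescence ratio in a 140 s read after ATP addition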
CHO-K1 Ca antag = M1 antagonist counterscreen hit in parental CHO-K1 cells | ATP-induced calcium, Fluo-8 fluorescence | inhibition, % at 3 µM | hit rate 0.6% among 360,000 | AID 602250;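 active = inhibition above a per-plate cutoff, the plate's mean sample inhibition plus 3 SD, cut at about 24% in these data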;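 note: 0% = DMSO plus EC80 ATP and 100% = DMSO alone without ATP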
TAAR1 antagonist = human TAAR1 antagonism. hit rate 1.5% among 360,000. inhibition, % at 3 µM. CHO RD-HGA16 TAAR1, Fluo-8 calcium fluorescence, antagonist. Q96RJ0;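 active = inhibition above a per-plate cutoff, the mean inhibition of test compounds on that plate plus 3 SD, cut at about 49% in these data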;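 note: 0% = DMSO plus EC80 beta-PEA response and 100% = DMSO alone without agonist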
Target sequence (Q96RJ0 whole entry, looked up): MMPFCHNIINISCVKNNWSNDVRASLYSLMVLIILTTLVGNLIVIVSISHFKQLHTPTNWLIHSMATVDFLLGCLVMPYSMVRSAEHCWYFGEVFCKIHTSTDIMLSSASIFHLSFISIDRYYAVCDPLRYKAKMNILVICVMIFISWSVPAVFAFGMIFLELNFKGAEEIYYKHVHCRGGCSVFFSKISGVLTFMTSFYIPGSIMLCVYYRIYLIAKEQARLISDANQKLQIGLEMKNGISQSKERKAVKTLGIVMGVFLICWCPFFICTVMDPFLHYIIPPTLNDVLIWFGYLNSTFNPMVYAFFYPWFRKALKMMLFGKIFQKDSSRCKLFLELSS
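test system = CHO RD-HGA16 cells bearing hTAAR1 | replication = singlicate | controls = DMSO-only wells and EC80 β-PEA-stimulated wells | reagent = EC80 β-phenethylamine stimulus | read-out basis = percent inhibition of PEA-evoked calcium signal, max/basal emission ratio | schedule = seeding 17-24 h prior, 75-min 37 °C, 30-min RT dye loading | signal = kinetic Fluo-8 calcium fluorescence measurement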
CHO parental Ca = counter-screen for OX1R antagonists: effect in parental CHO cells; parental CHO-K1, ATP-induced calcium, Fluo-8 fluorescence; inhibition, % at 5.6 µM; hit rate 0.63% among 330,000;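 active = inhibition above that plate's mean sample inhibition plus 3 SD, cut at about 26% in these data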;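 note: 0% = ATP-challenged DMSO wells and 100% = DMSO wells without ATP; some compounds past the cut are filed as inactive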
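Assay system – parental CHO cells · Reagent – ATP stimulus · Detection – intracellular calcium via Fluo-8 no-wash fluorescent dye · Evaluation – percent inhibition of ATP-evoked calcium rise, normalized to controls · Controls – ATP wells versus no-ATP DMSO wells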
OXTR potentiate = human OXTR potentiation. P30559. CHO-OTR cells, Fluo-8 calcium fluorescence, potentiator mode; 0% = oxytocin EC15, 100% = EC100. activation, % at 3 µM. hit rate 0.061% among 320,000;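 active = activation above that plate's cutoff, the mean activation of tested compounds plus 3 SD, cut at about 6.6% in these data, passing the limit was not always enough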;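 note: 100% uses oxytocin at 75 nM as the full agonist control; some results filed as inactive read as strong as hits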
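Material: CHO-OTR cells, human receptor; compound dosing: single dose, 3.0 µM nominal final compound concentration; schedule: 6 min compound pre-incubation at room temperature, 100 s kinetic read; measured by: kinetic Fluo-8 calcium fluorescence; read-out basis: % activation vs EC15 and EC100 oxytocin; controls: EC15 oxytocin alone as 0%, 75 nM oxytocin as 100%; replicates: singlicate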
GPR7 antagonist = human neuropeptides B/W receptor 1 antagonism; hit rate 1.1% among 290,000; P48145; AID 1861; inhibition, % at 4.4 µM; GPR7-expressing cells, fluorescence antagonist assay; in the data active = inhibition above about 16%, passing the limit was not always enough;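 note: cells stimulated with the agonist NPW; 0% = agonist with vehicle and 100% = vehicle without agonist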
Target sequence (P48145 whole entry, looked up): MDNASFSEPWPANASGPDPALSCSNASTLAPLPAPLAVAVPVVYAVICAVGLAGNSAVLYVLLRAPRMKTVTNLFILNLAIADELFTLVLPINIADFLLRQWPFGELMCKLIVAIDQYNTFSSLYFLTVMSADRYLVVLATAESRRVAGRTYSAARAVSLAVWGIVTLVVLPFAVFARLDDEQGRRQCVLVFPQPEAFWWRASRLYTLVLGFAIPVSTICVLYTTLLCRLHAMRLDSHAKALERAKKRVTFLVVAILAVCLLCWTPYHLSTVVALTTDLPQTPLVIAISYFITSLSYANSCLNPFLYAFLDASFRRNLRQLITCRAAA
An asterisk follows results filed as active; nt = not tested or not shown.

A first look, 2 compounds:
SMILES	M1 ag parental	V1R ag counter	OXTR ag	M1 PAM parental	CHO-K1 Ca antag	TAAR1 antagonist	CHO parental Ca	OXTR potentiate	GPR7 antagonist
CCC(C)NC(=O)CSc1n[nH]c(=O)n1CCc1ccccc1 (stereo unspecified)	0.5	0.0	0.4	14	-8	-23	-15	-4	4
Cc1ccc(S(=O)(=O)NC(C)(C)CN2CCCCC2)cc1	0.5	0.7	0.8	-24	2	-4	-3	-7	4

All compounds of this part, from the start:
SMILES	M1 ag parental	V1R ag counter	OXTR ag	M1 PAM parental	CHO-K1 Ca antag	TAAR1 antagonist	CHO parental Ca	OXTR potentiate	GPR7 antagonist
CCC(C)NC(=O)CSc1n[nH]c(=O)n1CCc1ccccc1 (stereo unspecified)	0.5	0.0	0.4	14	-8	-23	-15	-4	4
Cc1ccc(S(=O)(=O)NC(C)(C)CN2CCCCC2)cc1	0.5	0.7	0.8	-24	2	-4	-3	-7	4
Cn1c(=O)c2c(nc(NCc3ccc4c(c3)OCO4)n2Cc2ccccc2)n(C)c1=O	0.3	-1.0	-2.2	-4	4	5	-6	-3	4
CCC(C)(C)C(=O)Nc1cc([N+](=O)[O-])ccc1Cl	0.2	-1.0	-2.0	14	-7	-3	1	2	-11
Cc1cccc(NC(=O)CNC(=O)Cn2ncc(Cl)c(Cl)c2=O)c1C	-0.1	-0.1	0.5	0	14	nt	-15	-2	nt
COc1ccc(CNC(=S)Nc2ccc(Br)cc2)cc1	9.9	10	5.1	-7	2	19	-11	-18	-11
CCOC(=O)c1csc(-c2csc(CCNC(=O)c3ccccc3)n2)n1	4.6	nt	nt	7	-2	43	nt	nt	nt
N#CC1(NC(=O)CSc2nc3ccccc3s2)CCCCC1	2.8	1.5	2.9	5	-7	-28	-20	-2	nt
O=C(CN1C(=O)NC2(CCCCC2)C1=O)NCc1cccs1	0.0	1.3	-1.0	6	4	-8	3	2	-5
CC(N)(C(=O)O)c1cccc(OCc2cccc(Cl)c2)c1 (stereo unspecified)	0.6	-0.3	0.6	11	-6	-30	-6	3	-9
COc1cc(OC)c(C(=O)Nc2ccc(C(=O)c3ccccc3)cc2)cc1OC	0.6	-0.2	-1.7	2	-9	19	-20	-6	0
CCOC(=O)C1=CN(Cc2ccco2)S(=O)(=O)NC1c1ccc(C(F)(F)F)cc1 (stereo unspecified)	1.8	nt	nt	17	-11	-13	-21	nt	nt
CC(C)CNC(=O)c1c(N)n(/N=C/c2ccccn2)c2nc3ccccc3nc12	0.8	0.9	1.0	23	-17	-3	-14	-5	-6
COc1ccccc1-n1cc(C(=O)NCC(=O)NCc2ccc(F)cc2)c2ccccc2c1=O	0.8	0.6	-0.4	24	-30	-34	-10	-6	-4
CN(C(=O)c1cccc(NC(=O)Cc2ccc(NC(=O)C3CCCN(C(=O)c4ccccc4)C3)cc2)c1)C1CCC1 (stereo unspecified)	0.5	nt	nt	0	-4	-4	nt	nt	nt
Cc1ccc(OC(=O)c2cccnc2)cc1	0.4	-0.4	-0.6	-1	-3	-17	0	-23	2
CCCOc1cccc(C(=O)NCCNC(=O)c2ccccn2)c1	1.2	3.5	0.8	9	-12	-5	-11	2	-7
C=C1CCC[C@]2(C)C[C@H]3OC(=O)C(CNC(CC)CO)[C@H]3CC12 (stereo partly specified)	1.4	-0.9	-1.1	6	-14	-7	-10	-5	20
Cc1cc(C(=O)NNc2ccc(F)cc2)no1	0.5	0.8	-0.6	0	6	-3	-10	-3	-11
NS(=O)(=O)c1cccc(NC(=O)COC(=O)CC2CC3CCC2C3)c1 (stereo unspecified)	0.5	0.0	1.1	10	-5	-13	-11	-1	36*
Cn1c(=O)c2c(n(Cc3ccccc3)c1=O)NC(=O)C2CC(=O)NCc1cccc(Cl)c1 (stereo unspecified)	0.5	1.0	0.5	13	-6	1	-18	-9	1
C[C@H]1COc2cccc(N3CCC[C@@H]3CO)c2S(=O)(=O)N1	0.8	nt	nt	-9	-10	-21	nt	nt	nt
O=C(CNc1ccccc1C(=O)O)c1ccccc1	0.4	-0.4	1.7	35	-19	-2	1	-1	-17
COC(=O)CC(NC(=S)NC(=O)c1ccccc1)c1ccc(Br)cc1 (stereo unspecified)	1.2	0.6	-0.9	7	-15	10	-18	-17	-6
Cc1ccc([C@H]2C[C@@H](n3cc(C4CC4)nn3)[C@H](O)CN2CC2CCCCC2)cc1	0.3	nt	nt	10	-15	-2	nt	nt	nt
CCOC(=O)c1cnc2c(C(F)(F)F)cccc2c1N1CCN(C)CC1	1.0	1.5	3.5	-5	-11	4	-3	-8	-1
COc1ccc([C@H]2C[C@@H](O)C[C@@H](CCn3cc(-c4ccccc4)nn3)O2)cc1	1.8	nt	nt	5	-12	2	nt	nt	nt
CCC(C)C(NC(=O)CCC(=O)OCC(=O)[C@@]1(O)CCC2[C@@H]3CCC4=CC(=O)C=C[C@]4(C)C3[C@@H](O)C[C@@]21C)C(=O)O (stereo partly specified)	0.5	0.5	2.0	-10	5	-7	-1	-9	-10
O=C(c1noc2c1CCCC2)N1CCOCC1	0.3	0.1	0.3	13	-6	nt	12	-3	-3
O=C(COC(=O)/C=C/c1ccc(C(F)(F)F)cc1)NCc1ccco1	1.9	1.9	-0.6	22	-4	-36	1	-8	-19
CCN(C(=S)NC(=O)c1ccccc1Br)C1CCCCC1	-0.1	-1.4	-2.4	13	13	-3	-23	-2	2
COc1ccc(OC)c(NC(=O)C2CCCCC2C(=O)O)c1 (stereo unspecified)	0.0	0.6	-0.3	14	-2	-4	0	-3	-5
CCc1ccccc1N/C(=N\S(=O)(=O)c1ccccc1)C(F)(F)F	0.3	0.0	-0.2	8	0	11	-1	-6	-9
CCCS(=O)(=O)NC(=O)C1(C)CCN(C(=O)c2c(C)noc2C)C1 (stereo unspecified)	0.1	nt	nt	-5	3	-16	nt	nt	nt
CN(C)S(=O)(=O)c1ccc(Cl)c(C(=O)NCC2CCCCC2)c1	1.6	1.1	1.4	8	-8	-7	-4	-4	-3
C/C(=N/NC(=O)c1ccc(C)s1)c1cccc(NC(=O)COc2ccc(Cl)cc2Cl)c1	0.1	-0.4	-0.5	20	-11	-12	-9	-9	2
CCCCNC(=O)CCSc1nc2nc(C)cc(C)n2n1	-0.2	-0.6	0.6	-3	6	nt	-1	-1	-4
Cc1cc(C)c(-c2cc(C(=O)Nc3c(C)n(C)n(-c4ccccc4)c3=O)[nH]n2)c(O)c1	0.2	1.3	0.7	19	-5	0	-6	1	-13
CCCC(=O)N1CCN(c2ccc(NC(=O)C(C)(C)C)cc2)CC1	-0.1	0.1	-0.2	-4	-1	9	-14	-7	-3
O=C(CSc1cccc[n+]1[O-])c1ccc(Cl)s1	-0.4	-0.2	-1.1	9	-2	-4	-19	-7	-6
CC1(C)NC(=O)N(CC(=O)OCC(=O)c2ccc(Cl)s2)C1=O	-0.4	0.9	1.4	-12	3	-9	-11	2	nt
CCOc1ccc2ncc(S(=O)(=O)c3ccccc3)c(N3CCN(c4ccccc4)CC3)c2c1	1.6	0.3	-0.3	24	-13	-26	-6	-4	nt
Cc1ccc(S(=O)(=O)NCC(=O)OCC(=O)N(CCC#N)c2ccccc2)cc1	0.7	-0.1	0.0	12	-9	-17	-14	-3	nt
O=C(Nc1ccccc1)C1CCN(C(=O)c2ccc(Br)cc2)CC1	2.4	1.6	-0.1	16	-8	-13	-3	-4	-7
CCn1ccnc1CN(C)Cc1cn(-c2cc(C)ccc2C)nc1-c1ccccc1	1.1	-0.9	-2.2	-5	-3	11	-33	0	-16
CC(NC(=O)C(=O)NN=C1CCCC1)c1ccccc1 (stereo unspecified)	-0.4	-1.7	-2.1	9	-10	-4	-16	-10	-12
CCOc1ccc(NC(=O)NCCN2CCN(c3ccccc3F)CC2)cc1	0.1	3.8	-0.4	-12	-11	-5	-27	-9	1
Nc1nc(N(Cc2ccccc2)Cc2ccccc2)nc(C(F)(F)F)n1	-0.3	2.3	0.7	-19	-6	13	-15	-8	nt
CC1Sc2ccc(C(=O)NCc3cccc(C(F)(F)F)c3)cc2NC1=O (stereo unspecified)	5.9	4.9	3.8	1	-5	32	-16	-10	nt
CC(=O)c1cc(CN2CCN(C(C)C)C(CCO)C2)cs1 (stereo unspecified)	-0.1	-0.3	1.5	1	-7	-22	-7	12*	-3
Cn1nnnc1SCC(=O)NCc1ccc2c(c1)OCO2	1.3	0.6	0.8	17	-16	-12	-10	3	13
Cc1cc(C)nc(SCC(=O)N2CCCCC2)n1	0.0	0.1	0.8	-7	21	-15	-8	-10	3
COc1ccc(C2N(c3cc(Cl)ccc3OC)C(=O)C3CCCN32)c(OC)c1 (stereo unspecified)	0.3	0.1	0.3	7	5	-23	-9	0	-8
OCC1(Cc2ccccc2)CCCN(Cc2c[nH]c3ccccc23)C1 (stereo unspecified)	0.3	1.5	4.3	-7	-8	8	-11	-4	0
CCCCn1nnnc1C(c1cc2ccccc2o1)N1CCN(C(=O)OC(C)(C)C)CC1 (stereo unspecified)	0.0	nt	nt	15	-19	-21	nt	nt	nt
COCCNC(=O)Cn1nc(-c2ccccc2C)ccc1=O	0.9	0.4	-0.5	17	-9	-18	-5	-10	0
CN1/C(=N\O)c2cccc3cccc1c23	0.4	-1.1	-0.2	17	-7	22	-10	-6	-11
N#C/C(=C\c1cccc(Cl)c1)c1n[nH]c(Cn2cncn2)n1	0.9	-0.7	1.1	16	-6	10	-10	6	3
COc1c(F)c(F)c(C(=O)Nc2c(C)cc(Br)cc2C)c(F)c1F	0.4	0.3	-1.6	-2	-6	-24	-5	-11	-7
COc1cccc(N2[C@@H](CC(C)=O)c3ccc(/C=C/C(C)=O)cc3S2(=O)=O)c1	1.1	1.2	6.4	3	-7	10	-12	-14	nt
Other records
SMILES	M1 ag parental	V1R ag counter	OXTR ag	M1 PAM parental	CHO-K1 Ca antag	TAAR1 antagonist	CHO parental Ca	OXTR potentiate	GPR7 antagonist
COC(=O)c1scc2c(Oc3ccccc3)cc(C(F)(F)F)nc12	nt	-0.9	-2.6	nt	nt	nt	-13	4	1
COc1ccc(CCNC(=O)C23CN(Cc4ccccc4)CC2C(c2ccc([N+](=O)[O-])cc2)=NO3)cc1 (stereo unspecified)	0.9	0.1	-1.0	18	-18	-5	-14	-9	-4
CC(=O)Nc1ccc(S(=O)(=O)NC2CC(=O)N(c3cccc(F)c3)C2)cc1 (stereo unspecified)	0.9	-0.8	-0.3	15	-9	-2	-3	4	nt
O=C(Cn1ccc(NC(=O)OCc2ccccc2)nc1=O)NCc1ccc2c(c1)OCO2	0.5	0.2	1.1	4	-9	2	-10	3	nt
COCCSc1nnc(NC(=O)COc2ccc3c(c2)OCO3)s1	2.7	0.9	1.7	9	-21	-19	-14	-2	4
